Screening data as filed in PubChem.
AMA1-RON2 inh: qHTS for Inhibitors of AMA1-RON; Towards Development of Antimalarial Drug Lead: Primary Screen | Plasmodium falciparum AMA1 (3D7) - RON2 peptide interaction | AlphaScreen AMA1-biotinylated RON2 peptide binding | Potency, µM (titrated, usually from 58.2 µM), for the others: at the top dose activity change, negative = inhibition, most hits filed as inhibitors | hit rate 0.2% among 360,000 | AID 720542, 2013; active = well fitted inhibition curve with a large enough effect; inconclusive = small, poorly fitted or top-dose-only effect; inactive = no such curve, though single readings can be large or run the other way;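 note: potency is the fitted concentration of half-maximal effect; 0% = vehicle wells and -100% = peptide control; nearly all actives have a fitted effect of over 45% in size; some results filed as inactive show a strong effect at the top dose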
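AMA1 (3D7) with his tag at 25 nM final met compounds first, then biotinylated RON2 peptide at 25 nM; detection used donor plus acceptor beads, 10 µg/mL apiece, read by AlphaScreen after 30 min at room temperature.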
HCMV antiviral: qHTS Assay for inhibitors of the human cytomegalovirus (HCMV). activity change, negative = inhibition, % at 57.5 µM. hit rate 4.5% among 410,000. HFF cells, HCMV-luciferase reporter, 72 h; stronger effect = lower value. AID 1259415, 2018; in the data active = activity change below about -60%; inconclusive = no clear call, values can overlap the other calls; inactive = above about -39%
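Compounds were evaluated in HFFs infected with an HCMV luciferase reporter virus (MOI 1 PFU/cell). Luciferase in lysates collected 72 h post infection served as the replication measure.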
Starred values were filed as active, the others as inactive; ? = inconclusive; [ ] = remark or other dose. Unless noted, % is set by controls: 0 for no effect and ±100 for the full control effect. Some of the compounds tested, so the mix of outcomes need not match the whole.

Results follow in this order: AMA1-RON2 inh, HCMV antiviral
> Nc1ncnc2c1nc(Sc1ccc(Cl)cc1)n2[C@@H]1O[C@@H]2COP(=O)(O)O[C@H]2[C@H]1O
 : 11%, 18
> CC1(C(=O)Nc2ccc3c(c2)OCCO3)CSCC(=O)N1CC(F)(F)F (stereo not given)
 : -1%, 8
> O=C(O)CCC(=O)OCCN(Cc1ccc(Oc2ccc([N+](=O)[O-])cc2)cc1)C(=O)C(Cl)Cl
 : -20%, -9
> COC(=O)C[C@@H]1C[C@H]2c3cc(NS(C)(=O)=O)ccc3O[C@H]2[C@H](CO)O1
 : 16%, 8
> Cc1ccc(NC(=O)CN(C)C(=O)c2cccc(S(=O)(=O)N3CCc4ccccc4C3)c2)cc1
 : -9%, -9
> CC(=O)c1cccc2c1OC(C)C(=O)N2Cc1ccc(Cl)cc1 (stereo not given)
 : 8%, -4
> CCc1nc2c(OCCOc3ccccc3)cccn2c1N(C)C(=O)c1ccc(OC)cc1
 : -24%, 8
> Cn1c(=O)c2c(-c3ccccc3)n(-c3ccccc3)cc2n(C)c1=O
 : -4%, 3
> CC(=O)NCCNC(=O)C1(C)Cc2c(-c3ccc(C(N)=O)cc3)ccnc2O1 (stereo not given)
 : -2%, 18
> N#CC(C#N)=NNc1ccc2cn[nH]c2c1
 : 9%, 31
> O=C1NC[C@@H](Cc2ccc(O)cc2)N(CCCCC2CCCCC2)C1=O
 : 3%, 21
> Fc1cccc(Cc2c(-c3ccccc3)nc3ccc(Br)cn23)c1
 : -4%, 17
> Cc1ccc(NC(=O)c2ccc(Br)o2)c([N+](=O)[O-])c1
 : -6%, -18
> CCOC(=O)C1=CCN(S(=O)(=O)c2ccc(C)cc2)C1c1cccc(Br)c1 (stereo not given)
 : 26%, -26
> O=C1NC[C@@H](CCCCN2CCN(CCc3ccc(O)cc3)C(=O)C2=O)N(CCC2CCCCC2)C1=O
 : 0%, 8
> O=C(c1ccc(N2C(=O)c3ccccc3C2=O)cc1)N1CCN(S(=O)(=O)c2ccccc2F)CC1
 : -2%, -7
> O=C(c1cccc(Br)c1)N1CCN(c2ccccn2)CC1
 : -2%, -21
> Cc1cc(C)cc(CC(=O)N2CCC2(C)C(=O)NS(=O)(=O)c2cccc(F)c2)c1 (stereo not given)
 : -10%, -3
> C[C@H](CO)N1C[C@H](C)[C@@H](CN(C)C(=O)CCCN(C)C)OCc2cn(nn2)CCCC1=O
 : 0%, -22
> N=c1ccn(O)cc1CCc1ccccc1
 : -13%, 18
> CN(C(=O)c1cccc(NC(=O)Cc2cccc(NC(=O)C3CCN(C(=O)C4CCCC4)CC3)c2)c1)C1CC1
 : -10%, 0
> CC(C)CN(C(=O)COC(=O)c1ccccc1SCC(=O)N1CCCC1)C1CCS(=O)(=O)C1 (stereo not given)
 : 10µM*, -3
> O=C(O)c1cc2c(ncc3c(=O)n(-c4ccccc4)[nH]c32)s1
 : -4%, -10
> CCOC(=O)[C@]12CCC=C1N(CCC1=CCCCC1)C(=O)[C@H](CC(=O)N1CCCCC1)C2
 : 3%, -11
> c1ccc(C[C@H]2CN=C(Nc3ccccc3)N2CC2CCCC2)cc1
 : 0%, 8
> Cc1ccc([C@H]2C[C@@H](n3cc(-c4ccc(F)cc4)nn3)[C@H](O)CN2C(=O)c2cccs2)cc1
 : -5%, -10
> COc1ccc(CC(N)c2csc(NC(=O)c3cc(C(C)(C)C)oc3C)n2)cc1 (stereo not given)
 : 33%[activator], 54
> COc1ccc(C(O)c2nc(-c3cccc(F)c3)cs2)cc1 (stereo not given)
 : 11%, 3
> c1ccc(-c2ccncn2)cc1
 : -8%, -16
> CCOc1ccccc1NC(=O)c1cc2ccccc2o1
 : 0%, 27
> CCOC(=O)[C@]12CCC=C1N(Cc1ccc(Cl)cc1Cl)C(=O)[C@H](CC(=O)NCCc1ccccc1OC)C2
 : -9%, 6
> CC1Cc2ccccc2N1C(=O)CN1CCN(S(=O)(=O)c2ccc3c(c2)OCCCO3)CC1 (stereo not given)
 : -2%, 4
> CN(C(=O)C=Cc1ccccc1)c1ccccc1
 : -6%, -101*
> O=C1OC(O)c2cccc3cccc1c23 (stereo not given)
 : -4%, -21
> CCOC(=O)c1ccc(S(=O)(=O)N2CCC(C(=O)N3CCN(c4ccccc4OC)CC3)CC2)cc1
 : 4%[11.6 µM], 4
> Cc1cc(C)cc(NC(=S)NCc2ccc3c(c2)OCO3)c1
 : 21%, -31
> O=C(NCC(=O)N1CCN(Cc2c(F)cccc2Cl)CC1)c1cccs1
 : 2%, 36
> CCc1nc2ccc(C(=O)N(C)Cc3ccccc3)cn2c1N(CC)CCN(C)C
 : 4%, 12
> Cc1cc(C)c2c(CN3CCN(c4ccccc4F)CC3)cc(=O)oc2c1
 : -7%, -11
> COC(=O)C1=C(c2ccc(OCc3ccccc3)cc2)C[C@@H]2CC[C@H]1N2C(=O)NCc1ccc(C(C)(C)C)cc1
 : -1%, -7

Exported with each value named: three of the compounds above.
O=C1OC(O)c2cccc3cccc1c23 (stereo not given)
  AMA1-RON2 inh: -4%
  HCMV antiviral: -21

CCOC(=O)c1ccc(S(=O)(=O)N2CCC(C(=O)N3CCN(c4ccccc4OC)CC3)CC2)cc1
  AMA1-RON2 inh: 4%[11.6 µM]
  HCMV antiviral: 4

Cc1cc(C)cc(NC(=S)NCc2ccc3c(c2)OCO3)c1
  AMA1-RON2 inh: 21%
  HCMV antiviral: -31

Single records, as listed above:
O=C(c1cccc(Br)c1)N1CCN(c2ccccn2)CC1 is listed as AMA1-RON2 inh = -2%; HCMV antiviral = -21
CCOC(=O)[C@]12CCC=C1N(CCC1=CCCCC1)C(=O)[C@H](CC(=O)N1CCCCC1)C2 is listed as AMA1-RON2 inh = 3%; HCMV antiviral = -11

New compounds follow
Results follow in this order: AMA1-RON2 inh, HCMV antiviral
> COc1ccc(-c2cc(-c3ccccc3)nc(N)n2)c(O)c1
 : -7%, 12
> CC1(C(=O)NS(=O)(=O)c2ccccc2)CCN1C(=O)C/C=C/c1ccccc1 (stereo not given)
 : 21%, 19
> O=C(O)c1cnc2ccc(Cl)cc2n1
 : -6%, -30
> O=C1CC(=O)N(Cc2ccccc2)C(=O)N1Cc1ccccc1
 : -5%, -33
> O=C(NCc1ccccc1)C(c1cc2ccccc2o1)n1c(=O)c(-c2ccccc2)nc2ccccc21 (stereo not given)
 : -9%, 14
> COc1ccc(OCC(=O)N2CCN(S(=O)(=O)c3ccc4c(c3)OCCO4)CC2)cc1
 : -1%, -8
> Nc1nc(Cl)nc2c1ncn2C1OCC(O)C(O)C1O (stereo not given)
 : -15%, 17
> Cc1cc(=O)[nH]c(NN=Cc2c(Cl)cccc2Cl)n1
 : 90%[activator], ?
> c1ccc(SC23CCCCN(CCC2)[C@]32CO2)cc1 (stereo not given in full)
 : 22%, -11
> COc1ccccc1C(=O)C(=O)c1ccccc1OC
 : -1%, -19
> CCNC(=O)C1CCCN(C(=O)c2cc(OC)c(OC)c(OC)c2)CC1 (stereo not given)
 : 1%, -2
> CC[C@H](C)[C@H]1CNC(=S)N1CC1CCN(CCC(C)C)CC1
 : 16%, 11
> COC(=O)[C@@]12C[C@@H](CC(=O)NCc3ccc(OC)c(OC)c3)C(=O)N(Cc3cccc4ccccc34)C1=CCC(C)(C)C2
 : -23%, -14
> O=C(COC(=O)c1c2c(nc3ccccc13)/C(=C\c1ccco1)CC2)NC1CCCC1
 : -28%, -36
> NC1=NN(c2c(Cl)cc(Cl)cc2Cl)C(=O)C1
 : -3%, -15
> CCC(C)c1c(NS(=O)(=O)c2ccc(C)cc2)o[nH]c1=O (stereo not given)
 : -1%, -1
> Fc1ccc(N2CCN(c3ncnc4c3nnn4Cc3ccccc3Cl)CC2)cc1
 : -4%, -9
> O=C(NCc1ccccc1F)Nc1nnc([C@@H]2C[C@H](O)[C@@H](CO)O2)s1
 : 6%, 0
> CCCNC(=O)C1(C)CCN(C(=O)c2cc(C)nn2C(C)(C)C)C1 (stereo not given)
 : 9%, 4
> COc1cccc(Cn2cnc(-c3ccccc3OC)c2-c2cccnc2)c1
 : -26%, -24
> COC(=O)[C@@]12C[C@@H](CC(=O)NCc3ccc(OC)c(OC)c3)C(=O)N(CCc3ccc(OC)c(OC)c3)C1=CCC(C)(C)C2
 : 4%, 10
> Cc1cccc(N2CCN(C3C(=O)Nc4ccccc4-n4nnnc43)CC2)c1C (stereo not given)
 : -8%, 148
> CCCCC(=O)N(C)c1c(C)nc2ccc(C(=O)N3CCN(C(C)=O)CC3)cn12
 : -3%, -12
> FC(F)(F)c1cccc(-c2cc3nc(NCCCn4ccnc4)ccn3n2)c1
 : 33%[activator], 15
> CCOc1ccccc1/C=N/NC(=O)c1nnn(-c2nonc2N)c1CN1CCCCCC1
 : 36%[activator], -23
> Cc1ccc(Cc2c(-c3cccc(Cl)c3)nc3c(C)cc(Br)cn23)cc1
 : 0%, 40
> CCCNC(=O)N1C[C@H](O)COC[C@H]2O[C@@H](CC(=O)N[C@@H]3CCN(Cc4ccccc4)C3)CC[C@@H]21
 : 2%, -14
> CC=C(C)C1(CCC)C(=O)NC(=S)NC1=O
 : 12%, -3
> CCCCNc1c(-c2cccc(OC)c2)nc2nc(C)cc(C)n12
 : 2%, 1
> Cc1cccc(N/N=C/c2c(O)[nH]c(=S)[nH]c2=O)c1
 : 69%[activator], 0
> O=C(c1ccccc1)C1(c2ccccc2)OC1c1ccccc1 (stereo not given)
 : 34%[activator], -33
> CCOC(=O)Cc1ccc(Nc2nc(NCc3ccccc3)nc3ccsc23)cc1
 : -14%, 23
> CCC/C=C/c1ccc(CN2C(C)C(=O)N(Cc3cn(CCOCOC)nn3)CCS2(=O)=O)cc1 (stereo not given)
 : 4%, 3
> CCOC(=O)c1ccc2[nH]c(C)c(CN3CCN(C)CC3)c(=O)c2c1
 : 2%, 8
> CCOC(=O)N1CCC2CC1c1cc(-c3cccc(OC)c3)ccc12 (stereo not given)
 : 1%, -4
> CN(c1ccccc1)S(=O)(=O)c1cccc(C(=O)NCC(c2cccs2)N2CCOCC2)c1 (stereo not given)
 : 3%, 4
> C[C@H](c1ccccc1)N1C[C@@H](COCc2ccccc2)Oc2cc(N3CC[C@@H](N(C)C)C3)ccc2S1(=O)=O
 : ?, -32
> COc1cccc(CN(C)C(=O)CC[C@H]2O[C@@H](n3ccc(=O)[nH]c3=O)[C@H](O)[C@@H]2O)c1
 : -3%, 22
> Nc1ncnc2c1ncn2[C@@H]1O[C@H](C(=O)N2CCN(c3nc4ccccc4o3)CC2)[C@@H](O)[C@H]1O
 : 8%, -3
> CCn1c(=O)c2c3c(sc2n2c(SCc4ccc(F)cc4)nnc12)CCCC3
 : 5%, -6
> CC(=O)Nc1cc(-c2ccccc2N(C)C)cn2c(-c3ccccc3)cnc12
 : ?, 57
> CC(Oc1ccccc1)C(=O)N1CCN(S(=O)(=O)c2ccc(OC(F)(F)F)cc2)CC1 (stereo not given)
 : 5%, -1
> CC(=O)Nc1cc(-c2ccccc2)cn2c(-c3ccc(F)c(Cl)c3)cnc12
 : 34%[activator], 73
> Cc1ccccc1CNC(=O)c1csc([C@@H]2O[C@H](CO)[C@@H](O)[C@H]2O)n1
 : 0%, -16
> O=C1C[C@@H]2c3c(cccc3CN1Cc1ccccc1F)C[C@@H](O)[C@H]2O
 : 0%, -18
> COCCN1CCN(C(=O)c2ccc3c(c2)S(=O)(=O)c2ccccc2C3=O)CC1
 : -4%, 32
> C[C@H]1COc2cc(N3CCC[C@H]3CO)ccc2S(=O)(=O)N1
 : 5%, -6
> COC(=O)C1=C(c2ccc(S(C)(=O)=O)cc2)C[C@@H]2CC[C@H]1N2C(=O)NC1CCCCC1
 : -5%, 24
> NC(=S)NN=Cc1nccc2c(N)cccc12
 : -60%, -39
> CCCCCCCCN1C(=O)[C@H](CC(=O)NCCCOC)C[C@@]2(C(=O)OC)CCCCC=C12
 : -10%, -10
> Nc1nc2ccccc2n1/N=C/c1cccnc1
 : 1%, 21
> CC(C)C[C@@H](CN1CCC[C@H]1CN1C(=O)C(=O)NC[C@@H]1Cc1ccc(O)cc1)N1C[C@H](Cc2ccccc2)N(CCc2ccccc2)C(=O)C1=O
 : 9%, -19
> CC1(C(=O)Nc2cccc3cccnc23)CCN1Cc1csc2ccccc12 (stereo not given)
 : 60%[activator], 55
> CCN(CC)S(=O)(=O)c1ccc(N2CCN(C)CC2)c(NC(=O)CN2C(=O)NC3(CCCCC3)C2=O)c1
 : 1%, ?
> O=C(COC(=O)c1cccnc1Cl)Nc1ccc(N2CCOCC2)cc1
 : -9%, -8
> C=CCOC(=O)C1=C[C@H](c2ccc3c(c2)OCO3)C[C@H](OCCCCO)O1
 : 9%, 73
> CC1(C(=O)O)CCCN1C(=O)c1cccc(C(F)(F)F)c1 (stereo not given)
 : 8%, 3
> COc1ccc(CCN2CC(C(=O)OCC(=O)c3c(N)n(CC(C)C)c(=O)n(C)c3=O)CC2=O)cc1OC (stereo not given)
 : 2%, -16
> CC1CCc2cccc3c(O)cc(=O)n1c23 (stereo not given)
 : -9%, 18
> Nc1ccc2cccc(O)c2c1
 : 0%, 33
> CCN(CC)S(=O)(=O)c1ccc(O)c(C(=O)OCC(=O)N2CCCc3ccccc32)c1
 : -2%, 6
